Screens as filed in PubChem.
Lipid storage S3 = qHTS Assay for Lipid Storage Modulators in Drosophila S3 Cells. Potency in µM for hits, for the others lipid storage change, negative = inhibition, % at the top dose, mostly 46.1 µM. Drosophila S3 cells, BODIPY lipid droplet fluorescence, 18-24 h; cells fed with added oleic acid. hit rate 0.64% among 320,000; active means well fitted inhibition curve with a large enough effect in the signal ratio, with a control signal flat, not every such curve was filed as active; inconclusive means small, poorly fitted or top-dose-only effect, or effect the other way, or a change in a side signal; the % refers to the signal ratio
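Laser-scanning cytometry quantifies lipid droplet accumulation (500–530 nm total intensity; droplet/cell object ratio) in oleic acid-fed (400 uM added) Drosophila S3 cells treated with a concentration series. 20 uM Triacsin C defined 100% inhibition.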
Lipid storage S3 cell count max = second read-out of Lipid storage S3, no call of its own (marks repeat the call); cell number change, %; measured here: cell count max response;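 cells counted by Cell Tracker Red CMTPX staining in the red channel; peak over a dose series mostly up to 46.1 µM; percent activity relative to internal control wells on each plate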
* marks the source's active call; other numbers are inactive results; i = inactive; ? = inconclusive; . = no result given. On the % scale 0 is the no-effect control and ±100 the full control effect; potency means the concentration at half of the fitted maximal effect.

Lipid storage S3 cell count max	Lipid storage S3	SMILES
.	?	O=c1sc2ccccc2n1COc1ccc(Cl)cc1
5	8%	CSc1nc(N2CCN(CCO)CC2)c2sc3nc(-c4ccco4)c4c(c3c2n1)CCC4
.	?	Cc1cc(C)nc(N/N=C/c2sccc2C)n1
.	?	O=C(NCCCn1ccnc1)c1cn(-c2ccccc2)nc1-c1ccccc1
.	i	CCOC(=O)C(=CNc1ccc(C#N)cc1)C(=O)OCC
.	?	O=C(COC(=O)Cn1cnc2ccccc21)NCCc1ccccc1
.	?	Cc1c(-c2ccccc2)oc2c(C(=O)OCC(=O)Nc3ccc(C(N)=O)cc3)cccc2c1=O
.	?	CCC(Sc1nc(C)cc(C)n1)C(=O)NC1=NN=C(c2ccc(C)cc2)CS1 (stereo not given)
.	?	COC(=O)Cc1c(C)nc2nc(Cc3ccccc3)[nH]n2c1=O
19	-5%	CN(CCC1CCCCO1)C(=O)c1cc(COc2ccc(F)cc2F)on1 (stereo not given)
.	?	Cc1ccc(NC(=O)c2cc(C(=O)c3cc(Cl)ccc3O)cn(-c3ccc(C)cc3)c2=O)cc1
-6	-19%	CC(=O)N(/N=C1\Sc2ccccc2C1=O)c1ccccc1
-4	-3%	Cc1c(-c2ccccc2)nc(N)c(C#N)c1-c1cccs1
.	?	CC(C)c1nc(SCC(=O)c2ccc(F)cc2)c2ccccc2n1
-3	13%	CCOC(=O)CNC(=O)c1sc(NC(=O)c2ccccc2)nc1C
-2	15%	COC(C#CCCN(C)C)(c1ccccc1)c1ccccc1
.	?	COc1cccc(-c2nn(-c3ccc(C)cc3)cc2C(=O)NCC2CCCO2)c1 (stereo not given)
-27	i	O=C(CSc1nc(=O)n(CCCN2CCOCC2)c2c1CCCC2)Nc1ccc(F)c(F)c1
17	23%	COc1ccc(C(C)=O)cc1COC(=O)CCNS(=O)(=O)c1ccc(C)cc1
.	?	COc1ccc(N2CC(C(=O)N/N=C/c3ccc(C)cc3)CC2=O)cc1 (stereo not given)
.	?	COc1ccc(OC)c(Nc2ncnc3ccc(Br)cc23)c1
.	?	Cc1cccc(NC(=O)Cn2cnc3ccc(S(=O)(=O)N4CCC(C)CC4)cc3c2=O)n1
.	i	Cc1cccc(-c2nnn(CC/C(N)=N/O)n2)c1
0	-1%	O=C(Nc1cc(S(=O)(=O)N2CCOCC2)ccc1N1CCCCC1)c1cc(-c2ccccn2)nc2ccccc12
.	?	Cn1c(SCC(=O)NCc2ccc3c(c2)OCO3)ncc(C(=O)Nc2ccc(F)cc2)c1=O

Lipid storage S3 cell count max	Lipid storage S3	SMILES
.	?	c1ccc(Oc2cc(-n3cncn3)ncn2)cc1
-1	-6%	CCc1nc2ccccc2nc1N1CCN(S(=O)(=O)c2ccc(Cl)cc2)CC1
.	?	Cc1ncc([N+](=O)[O-])n1CCOC(=O)NC(Nc1ccc(F)cc1)C(Cl)(Cl)Cl (stereo not given)
.	?	COC(=O)CCS(=O)(=O)c1ccc(Cl)c(Cl)c1
7	-3%	NC(=O)C1=C[C@H](c2ccc(Br)cc2)C[C@H](OCc2ccc(CO)cc2)O1
.	?	O=C(COC(=O)c1ccccc1Cl)Nc1ccc2[nH]c(=O)[nH]c2c1
3	i	COc1ccc(CN(C(=O)c2snc(C(N)=O)c2N)C(C)C(=O)NCc2ccc(F)cc2)cc1 (stereo not given)
.	?	COc1ccc(NC(=O)Cc2nnc(SCC(=O)c3ccccc3)n2C)cc1
.	?	COc1ccc(C(=O)NCCCNC(=O)c2ccc(C)nc2)cc1
-6	12%	Cc1nc(NS(=O)(=O)c2ccccc2)sc1C(=O)NN
.	?	COc1ccc2c(CC(=O)Nc3nccs3)coc2c1
.	?	O=C(NCCS(=O)(=O)N1CCN(Cc2ccccc2)CC1)c1ccc(F)cc1
.	?	O=C(CCC1CCCC1)NNC(=O)c1ccc(F)cc1
.	?	Cn1c(CN2CCCCC2)nc2cc([N+](=O)[O-])ccc21
.	?	NS(=O)(=O)c1cccc(NC(=O)CCSc2ccc(Cl)cc2)c1
.	?	COc1cc(Cc2ccc(N)c(OC)c2)ccc1N
.	?	CCOCCCNC(=S)Nc1cc(C)cc(C)c1
.	?	COc1ccc(S(=O)(=O)N2CCCC(C(=O)NCc3cccnc3)C2)cc1 (stereo not given)
-14	14%	O=C(Nc1cccc(-c2nc3ccccc3s2)c1)c1ccc2c(c1)OCO2
23	i	O=C(NNC(=O)c1ccco1)c1cccc(Br)c1
.	?	O=C(NCc1ccc(Cl)cc1)C1CCC(CNc2c(N3CCOCC3)c(=O)c2=O)CC1 (stereo not given)
19	-16%	CC(=O)OCC1OC(OCc2cn(C[C@H]3CC[C@@H]([C@@H]4CC[C@H](Cn5cc(COC6OC(COC(C)=O)C(OC(C)=O)C(OC(C)=O)C6OC(C)=O)nn5)O4)O3)nn2)C(OC(C)=O)C(OC(C)=O)C1OC(C)=O (stereo not given in full)
.	?	O=C1OCCN1S(=O)(=O)Nc1ccccc1
.	?	O=C(OCC1OC2C(Oc3nc(=O)ccn32)C1O)c1ccccc1 (stereo not given)
-4	i	CCCCn1nc(C(=O)N(C)C2CCCCC2)c2ccccc2c1=O

Lipid storage S3 cell count max	Lipid storage S3	SMILES
-1	-10%	CCCN(CCC)CC(O)CN1C(=O)NC(C)(C)C1=O (stereo not given)
8	i	COc1ccc(N2CCN(C(=O)COCc3cc(-c4ccc5c(c4)OCO5)on3)CC2)cc1
.	?	CCn1c2ccccc2c2cc(NC(=O)COC(=O)c3cccc(S(=O)(=O)NC)c3)ccc21
.	?	CC(C)(C)Nc1nc(NC(C)(C)C)nc(-n2ccnc2)n1
6	1%	Cc1ccc(CSCC(=O)Nc2ccccc2C(=O)O)cc1
.	?	Cn1c(=O)c2[nH]c(-c3ccccc3Cl)c(O)c2n(C)c1=O
.	?	c1ccc2[nH]c(CN3CCN(c4ncnc5c4oc4ccccc45)CC3)nc2c1
-2	-16%	C=C1CCC[C@]2(C)C[C@H]3OC(=O)C(CN[C@@H](C)c4ccccc4)[C@H]3CC12 (stereo not given in full)
.	?	COCO/C=C(\NC(C)=O)c1ccccc1
22	i	O=C(N/N=C/c1cc2c(cc1Br)OCO2)c1c[nH]c2ccccc12
.	?	O=C(C(=O)N1CCCCC1)c1cn(CC(=O)N2CCCCCC2)c2ccccc12
14	7%	CCN(CCO)C(=O)CC1C(=O)NCCN1Cc1c(F)cccc1Cl (stereo not given)
0	3%	C=CCNC(=O)c1c(Cl)cccc1Cl
22	i	Cc1cc(OCC(=O)NC2CC(C)(C)NC(C)(C)C2)c2c(C)cc(=O)oc2c1
-6	-8%	COc1c(C)cc(C(=O)C2CCCN(C(=O)c3csc(C)n3)C2)cc1C (stereo not given)
11	19%	Cn1c(CC(=O)Nc2cccc(Cl)c2Cl)nnc1SCC(=O)NC1=NCCS1
7	-9%	CCCOc1ccc(/C=C/C(=O)NC2CCCCC2)cc1OC
.	?	Cc1cc(C)cc(C(=O)N(c2ccccn2)C(C)c2ccco2)c1 (stereo not given)
.	?	O=C(Nc1cccc2ncccc12)c1ccc(OCc2ccccc2)cc1
9	i	CC1CN(CC(=O)Nc2nc3ccccc3s2)CC(C)O1 (stereo not given)
-3	-15%	O=C(O)c1cn(Cc2ccccc2Cl)c2ccc(S(=O)(=O)N3CCOCC3)cc2c1=O
.	?	COC(=O)CCC(=O)OC1(C)C(=O)C2=CN(CCCOC(C)C)C(c3ccc(OC)cc3)=CC2=C(Br)C1=O (stereo not given)
.	?	Cc1nnc(-c2cnn(C)c2N)n1Cc1ccc(Cl)cc1
7	-24%	COc1ccc(C2C(=O)c3ccccc3C2=Nc2ccc(Br)cc2)cc1 (stereo not given)
.	?	Cc1ccc(NC(=O)CN(C)C(=O)Cn2cc(C(F)(F)F)cc(Cl)c2=O)cc1

16 entries from above, ordered by length of the SMILES, rising.
Lipid storage S3 cell count max	Lipid storage S3	SMILES
0	3%	C=CCNC(=O)c1c(Cl)cccc1Cl
-1	-10%	CCCN(CCC)CC(O)CN1C(=O)NC(C)(C)C1=O (stereo not given)
7	-9%	CCCOc1ccc(/C=C/C(=O)NC2CCCCC2)cc1OC
.	?	CC(C)(C)Nc1nc(NC(C)(C)C)nc(-n2ccnc2)n1
14	7%	CCN(CCO)C(=O)CC1C(=O)NCCN1Cc1c(F)cccc1Cl (stereo not given)
.	?	Cc1cc(C)cc(C(=O)N(c2ccccn2)C(C)c2ccco2)c1 (stereo not given)
.	?	Cn1c(=O)c2[nH]c(-c3ccccc3Cl)c(O)c2n(C)c1=O
7	-24%	COc1ccc(C2C(=O)c3ccccc3C2=Nc2ccc(Br)cc2)cc1 (stereo not given)
22	i	O=C(N/N=C/c1cc2c(cc1Br)OCO2)c1c[nH]c2ccccc12
-6	-8%	COc1c(C)cc(C(=O)C2CCCN(C(=O)c3csc(C)n3)C2)cc1C (stereo not given)
11	19%	Cn1c(CC(=O)Nc2cccc(Cl)c2Cl)nnc1SCC(=O)NC1=NCCS1
.	?	O=C(C(=O)N1CCCCC1)c1cn(CC(=O)N2CCCCCC2)c2ccccc12
22	i	Cc1cc(OCC(=O)NC2CC(C)(C)NC(C)(C)C2)c2c(C)cc(=O)oc2c1
-3	-15%	O=C(O)c1cn(Cc2ccccc2Cl)c2ccc(S(=O)(=O)N3CCOCC3)cc2c1=O
8	i	COc1ccc(N2CCN(C(=O)COCc3cc(-c4ccc5c(c4)OCO5)on3)CC2)cc1
-2	-16%	C=C1CCC[C@]2(C)C[C@H]3OC(=O)C(CN[C@@H](C)c4ccccc4)[C@H]3CC12 (stereo not given in full)

Continued.
Lipid storage S3 cell count max	Lipid storage S3	SMILES
.	?	COc1ccc(OC)c(NC(=O)CC2(CC(=O)O)CCCC2)c1
.	28%	Oc1ccc(/C=N/NC(=S)Nc2cccnc2)cc1
2	-4%	COC(=O)c1ccccc1NC(=O)NCCc1ccccc1OC
-2	11%	CN1CCN(CC#CCn2c3ccccc3c3ccccc32)CC1
.	?	Cc1cc(C)c2[nH]c(=O)c(CN(Cc3cccs3)C(=S)NCc3ccco3)cc2c1
.	?	O=C(NCc1ccco1)[C@@H]1CCCN1C(=O)c1cccs1
0	2%	C=CCn1c(SCC(=O)NC2CCCCC2)nnc1C1CCCCC1
.	?	NC(=S)N/N=C/c1ccc2c(c1)OCCO2
6	2%	COc1ccc(OC)c(NC(=O)CSc2nnnn2C)c1
.	i	COc1ccc(C(NC(=O)c2ccco2)c2ccc(OC)c(OC)c2)cc1 (stereo not given)
.	?	O=C(O)c1cc(S(=O)(=O)N2CCCCCC2)c(Cl)cc1Cl
.	?	CCC1(c2ccc(Cl)cc2)NC(=O)N(CC(=O)NC2CCCCCC2)C1=O (stereo not given)
16	-5%	O=C(NNc1ccccc1F)C1CCC1
-26	13%	COc1ccc(OC)c(-c2cc(C3CCN(c4ncccc4[N+](=O)[O-])CC3)[nH]n2)c1
.	?	NNc1nc2ccc(F)cc2s1
.	?	C#C[C@]1(O)CC[C@H]2[C@@H]3CCc4cc(O)ccc4[C@H]3CC[C@@]21C
3	-3%	O=C(Nc1ccc(N2CCOCC2)cc1)c1cc(-c2ccncc2)nc2ccccc12
.	i	CCc1nc2nc(C)c(NS(=O)(=O)c3ccc(C4CCCCC4)cc3)c(=O)n2[nH]1
-8	4%	CCCC(=Nc1ccccc1)C1=C(O)C(C(=O)OC)C(C)(C)CC1=O (stereo not given)
8	4%	C/C(Cc1ccccc1)=N\NC(=O)CNC(=O)c1ccccc1F
-21	8%	Cc1cccc(COCC(CC(C)C)N2CCN(C(=O)c3ccc(C(F)(F)F)cc3)CCC2=O)c1 (stereo not given)
.	i	Cc1cccc2cncc(OCc3nnc(SC(F)F)n3C)c12
-3	3%	Cc1cc(Oc2ccc(=O)n(C)n2)nc(Oc2ccc(=O)[nH]n2)n1
.	?	Cc1ccc(NCC(=O)Nc2cccc(S(=O)(=O)N(C)C)c2)cc1S(=O)(=O)N1CCCCCC1
2	8%	CCC(C)(C)NC(=O)C(c1cccs1)N(C(=O)c1ccn[nH]1)c1cccc(OC)c1 (stereo not given)

Lipid storage S3 cell count max	Lipid storage S3	SMILES
.	?	COc1ccc(C)c2sc(N(CCCN(C)C)C(=O)CS(=O)(=O)c3ccc(F)cc3)nc12
.	?	COc1cc(C(=O)NNC(=S)NC(=O)c2ccc(Cl)cc2)cc(OC)c1OC
-17	i	C/C(=N\NC(=O)c1cccc(O)c1)c1cccc(NC(=O)c2ccc(F)cc2)c1
-17	4%	O=S1(=O)C[C@@H](N2CCOCC2)[C@H](N2CCOCC2)C1
.	?	O=C(O)c1cc(-c2ccc(Br)s2)nc2ccccc12
.	?	O=C(CN(C(=O)CNS(=O)(=O)c1ccccc1)c1ccc(Cl)cc1)NCC1CCCO1 (stereo not given)
.	?	COc1cccc(C(=O)CN2C3=NCCCN3c3ccccc32)c1
-12	0%	Cn1nnnc1SCc1ccccc1[N+](=O)[O-]
.	?	N#C/C(=C\c1cn(-c2ccccc2)nc1-c1cc2ccccc2o1)c1nc2ccccc2[nH]1
.	?	Cc1cccc(N=Nc2ccc(O)c3ncccc23)c1
6	i	CC(C)(C)c1ccc(C(=O)NCC(=O)N2CCCCCC2)cc1
.	?	CN(C)CC(=O)Nc1ccc(S(N)(=O)=O)cc1
17	i	O=c1[nH]c(CSc2nc(-c3ccccc3)cs2)nc2ccccc12
.	?	COC(=O)C1(C)NC(c2ccccc2F)C2C(=O)N(c3ccccc3)C(=O)C21 (stereo not given)
.	?	Cc1onc(-c2c(F)cccc2Cl)c1C(=O)NC1=NCCS1

Not all compounds are listed (hit frequency here may not be typical).
